# Integrin act MD: qHTS for Activators of Integrin-Mediated Alleviation for Muscular Dystrophy; alpha7betagal myoblasts, beta-gal FDG fluorescence, 48 h; Potency, µM (doses to about 38.3 µM), for inactives: top-dose activation, hits mostly activators; 350,000 tested, 0.064% active; AID 624291, 2012;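 note: potency is the fitted concentration of half-maximal effect; 100% = response of the positive control SU9516; nearly all actives have a fitted effect of over 60% in size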
#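 Alpha7betagal+/- myoblasts (passage 13) were plated 16-24 hr, then exposed to compounds (1:260 dilution of DMSO stock) for 48 hours at 37C. After MPER lysis, β-galactosidase reporter activity was read as FDG fluorescence (ex 480/em 540) after 30 minutes.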
# CXXC DNA block: qHTS Fluorescence Polarization Assay for Inhibitors of MLL CXXC domain - DNA interaction; Histone-lysine N-methyltransferase 2A (Homo sapiens), Q03164; MLL-CXXC / FITC-HOXA9 DNA fluorescence polarization; Potency, µM (top dose mostly 115 µM), inactives show top-dose activity change, negative = inhibition, hits mostly inhibitors; 290,000 tested, 0.037% active; AID 2662, 2010; active = well fitted inhibition curve with a large enough effect in the polarisation, with a control signal flat, not every such curve was filed as active; inconclusive = small, poorly fitted or top-dose-only effect, or effect the other way, or a change in a side signal; inactive = no such curve, though single readings can be large or run the other way; the % refers to the polarisation; note: potency is the fitted concentration of half-maximal effect
#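 Steps: dispense CXXC domain solution (7 uM) → pin compounds or unlabeled HOX-A9 DNA control → 5 min ambient → add FLSN-HOX-A9 solution (50 nM) → spin → 30 min ambient → fluorescence polarization. Tris pH 7.5/NaCl/DTT/BSA buffer.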
# PTAP TSG101 blk: qHTS Assay for Iinhibitors of HIV-1 Budding by Blocking the Interaction of PTAP/TSG101; Tumor susceptibility gene 101 protein (Homo sapiens), Q99816; Fluorescence polarization, FITC-PTAP peptide / Tsg101 binding; Potency, µM (titrated, usually from 115 µM), without a hit: at the top dose activity change, negative = inhibition, hits mostly inhibitors; 340,000 tested, under 10 active; active = well fitted inhibition curve with a large enough effect in the main read-out, with a control signal flat, not every such curve was filed as active; inconclusive = small, poorly fitted or top-dose-only effect, or effect the other way, or a change in a side signal; inactive = no such curve, though single readings can be large or run the other way; note: potency is the fitted concentration of half-maximal effect; % of control where 0% means no effect
#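 Fluorescence polarization binding of Tsg101 binding domain (10 uM final) to FITC-labeled PTAP peptide (50 nM final) in HEPES pH 7.5 buffer with NaCl, Tween 20, EDTA, TCEP. Compounds added before peptide; binding 20 min at RT.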
# ASM inhibitor: Inhibitors of Secretory Acid Sphingomyelinase (S-ASM): qHTS; Sphingomyelin phosphodiesterase (Homo sapiens), P17405; placental ASM, HMU-PC fluorogenic substrate, 60 min; Potency, µM (series often up to 57.5 µM), for the others: at the top dose activity change, negative = inhibition, usual class: inhibitors; 340,000 tested, 0.006% active; AID 504937, 2011; note: potency is the fitted concentration of half-maximal effect
# Target sequence (P17405 47-631 limits assumed): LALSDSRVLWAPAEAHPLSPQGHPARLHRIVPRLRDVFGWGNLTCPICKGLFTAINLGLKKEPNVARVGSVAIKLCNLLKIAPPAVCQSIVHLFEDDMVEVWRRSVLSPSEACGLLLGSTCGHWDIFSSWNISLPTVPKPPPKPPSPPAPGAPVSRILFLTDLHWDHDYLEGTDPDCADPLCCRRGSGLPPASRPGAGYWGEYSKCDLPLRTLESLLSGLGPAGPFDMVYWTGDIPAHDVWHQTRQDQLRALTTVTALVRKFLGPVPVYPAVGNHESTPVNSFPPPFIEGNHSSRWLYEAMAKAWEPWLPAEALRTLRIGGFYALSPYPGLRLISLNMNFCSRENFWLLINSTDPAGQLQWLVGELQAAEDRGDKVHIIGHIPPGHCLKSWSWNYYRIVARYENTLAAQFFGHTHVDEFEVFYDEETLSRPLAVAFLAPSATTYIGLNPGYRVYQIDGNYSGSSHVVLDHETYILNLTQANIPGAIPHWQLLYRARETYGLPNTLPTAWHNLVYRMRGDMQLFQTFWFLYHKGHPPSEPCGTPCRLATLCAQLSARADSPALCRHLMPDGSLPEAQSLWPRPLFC
#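 Human placenta-derived ASM enzyme was preincubated with compound for 10 minutes at room temperature, then given fluorogenic substrate HMU-PC0 (9 uM final) for 60 minutes at 37 °C; a pH 10 stop preceded fluorescence reading at Ex 386/Em 447 nm.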
# MBNL1-CUG inh: qHTS Assay for Inhibitors of MBNL1-poly(CUG) RNA binding; Muscleblind-like protein 1 (Homo sapiens), Q9NR56; TR-FRET MBNL1-His/biotin-(CUG)12 binding, 665/545 ratio; Potency, µM (series often up to 57.5 µM), inactives show at the highest dose activity change, negative = inhibition, hits mostly inhibitors; 280,000 tested, 0.036% active; active = well fitted inhibition curve with a large enough effect in the signal ratio, with a control signal flat, not every such curve was filed as active; inconclusive = small, poorly fitted or top-dose-only effect, or effect the other way, or a change in a side signal; inactive = no such curve, though single readings can be large or run the other way; the % refers to the signal ratio; note: potency is the fitted concentration of half-maximal effect; % is set by controls: 0 for no effect and ±100 for the full control effect
# Target sequence (Q9NR56 whole entry, looked up): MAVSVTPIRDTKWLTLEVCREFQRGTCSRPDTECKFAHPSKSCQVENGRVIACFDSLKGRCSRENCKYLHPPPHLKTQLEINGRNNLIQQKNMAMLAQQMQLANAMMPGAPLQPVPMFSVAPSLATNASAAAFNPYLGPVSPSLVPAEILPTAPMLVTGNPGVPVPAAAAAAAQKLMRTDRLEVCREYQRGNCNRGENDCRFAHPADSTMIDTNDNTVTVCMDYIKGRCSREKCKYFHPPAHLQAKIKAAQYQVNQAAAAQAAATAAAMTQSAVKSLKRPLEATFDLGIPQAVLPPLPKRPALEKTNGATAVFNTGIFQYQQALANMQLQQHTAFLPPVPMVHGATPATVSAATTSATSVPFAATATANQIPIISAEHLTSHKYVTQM
#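 MBNL1-His + Biotin-(CUG)12, cpd titration 92 nM–58 uM; Tb anti-His Ab 0.055 ng/ul, SA-XL665 5 nM (final); 60 min RT; ratiometric 665/545 nm, Ex 340 nm; normalized to buffer and full-complex controls.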
# A-T KAP1 phos: qHTS Assay for Identifying a Potential Treatment of Ataxia-Telangiectasia; […] A-T fibroblasts, KAP-1 phosphorylation AlphaLISA; neocarzinostatin DNA damage 30 min before lysis; AID 485349, 2010; 320,000 tested, 0.19% active; Potency, µM (top dose mostly 57.5 µM), inactives show at the highest dose activation, most hits filed as activators; note: potency is the fitted concentration of half-maximal effect; % of control where 0% means no effect; nearly all actives have a fitted effect of over 45% in size
#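 ATM-like activity read as KAP-1 phosphorylation via AlphaLISA donor/acceptor antibody pairs after lysis and 6 hr at 25C. Cells were ATM-null patient fibroblasts ([…], hTERT), dosed 60 min, then exposed to the DSB inducer NCS for 30 min.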
# TSHR antag: Antagonists of the Thyroid Stimulating Hormone Receptor: HTS campaign; Thyrotropin receptor (Homo sapiens), P16473; TSHR-expressing cells, TSH-stimulated cAMP HTRF, 2 h; stronger effect = lower value; activity change, negative = inhibition, % at 11.5 µM; 330,000 tested, 0.2% active; AID 504810, 2011;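 active = activity change below a set negative limit, meaning inhibition stronger than a set level, cut at about -70% in these data; inconclusive = activity change between two set negative limits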; note: % is set by controls: 0 for no effect and ±100 for the full control effect
#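 Freshly harvested TSHR cells receive pin-tooled compound, then EC80 TSH at 4nM final. After 2 hours at 37 deg C, antibody in lysis buffer and cAMP-d2 are added; 30 minutes at ambient temperature precede the HTRF read.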
# Menin MLL FP TR: qHTS Assay for Inhibitors Targeting the Menin-MLL Interaction in MLL Related Leukemias: Competition With Texas Red Labeled MLL-derived Mutant Peptide; Menin + Texas Red MLL mutant peptide, fluorescence polarization; Potency, µM (highest dose often 61.6 µM), inactives show at the top dose FP activity change, negative = inhibition, most hits filed as inhibitors; 270,000 tested, 0.23% active; AID 1768, 2009; active = well fitted inhibition curve with a large enough effect in the polarisation, with a control signal flat, not every such curve was filed as active; inconclusive = small, poorly fitted or top-dose-only effect, or effect the other way, or a change in a side signal; inactive = no such curve, though single readings can be large or run the other way; the % refers to the polarisation; note: potency is the fitted concentration of half-maximal effect; % of control where 0% means no effect; many of its hits are not listed in these tables
# TCR activator: Activators of T cell receptors: qHTS campaign | primary human leukocytes, anti-CD3, IL-2 HTRF, 48 h | Potency, µM (top dose mostly 9.22 µM), inactives show at the top dose activation of IL-2 secretion, hits mostly activators | 330,000 tested, under 10 active; note: % of control where 0% means no effect
#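 Using a-CD3 beads without co-stimulation, primary human leukocytes were exposed to compounds for 48 hr. An HTRF IL-2 kit measured the cytokine, with europium-to-d2 energy transfer producing emission at 665nm upon 320nm excitation.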
# Mito fusion act: qHTS Assay for Small Molecule Inhibitors of Mitochondrial Division or Activators of Mitochondrial Fusion. 320,000 tested, 0.23% active. Potency, µM (titrated, usually from 46.1 µM), for the others: top-dose growth rescue (activation), hits mostly activators. S. cerevisiae fusion-defective mutant growth rescue, CellTiterGlo 48 h. AID 485298, 2010;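 note: potency is the fitted concentration of half-maximal effect; % of control where 0% means no effect; nearly all actives have a fitted effect of over 45% in size; temperature-sensitive fusion mutants such as fzo1-1 at 37 °C on non-fermentable ethanol glycerol medium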
#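 Luminescent cell viability in 1536-well qHTS format served as the measure of rescued growth in ts fusion-mutant S. cerevisiae cultured on non-fermentable YPEG for 48 hours at 37C.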
# Active calls of the source: *; u = inconclusive; x = not tested or not shown; [ ] = dose if it differs, or a comment. Unless noted, calls come from the whole dose curve; as a rule, active = well fitted curve in the direction sought with a large enough effect; inconclusive = small, poorly fitted or top-dose-only effect, or another doubt; inactive = no such curve, though single readings can be large; an effect the other way counts as inactive or inconclusive.
SMILES,Integrin act MD,CXXC DNA block,PTAP TSG101 blk,ASM inhibitor,MBNL1-CUG inh,A-T KAP1 phos,TSHR antag,Menin MLL FP TR,TCR activator,Mito fusion act
CCN(CC)C(=O)CSc1nnc(CSc2ncccn2)n1C,u,-16.4%,0.4%,-1.2%,1.9%,-4.5%,6.3,x,0.0%,-1.4%
COc1ccc(C(=O)CSc2nc3ccccc3n2CC(=O)c2ccccc2)cc1,10.9%,-1.2%,-0.1%,u,-5.7%,1.7%,6.4,-28.8%,-5.3%,2.1%
COc1cccc(CN2CCN(Cc3cc4ccccc4[nH]3)CC2CCO)c1 (stereo not drawn),-6.4%,-4.7%,4.4%,13.8%,1.6%,3.5%,-5.1,x,-0.2%,-7.5%
CC(C)(C)c1ccc(SCC(N)=O)cc1,-0.9%,-14.0%,-1.6%,4.2%,-10.1%,x,x,-0.4%,-3.8%,1.2%
COC(=O)c1ccc2nccnc2c1,8.6%,-1.2%,0.6%,2.6%,u,7.6%,-1.0,x,-7.9%,-1.5%
CC(=O)c1ccc(OC(=O)c2cc3ccccc3oc2=O)cc1,x,-4.5%,x,x,8.6%,-1.4%,4.2,11.5%,x,-0.8%
COCCNC(=S)NN=C1CCCCCC1,13.6%,2.7%,-6.6%,6.8%,-1.2%,7.0%,1.7,-7.0%,-7.3%,-0.2%
CCOc1cc(-c2nc(-c3ccc(C)nc3OCC)no2)cc(OCC)c1OCC,-8.1%[7.66 µM],0.0%,-0.1%,-0.1%,2.6%,5.7%,-6.6,-7.0%,x,1.2%
CCCOc1ccc(C(=O)Nc2ccc(S(=O)(=O)Nc3onc(C)c3C)cc2)cc1,19.5%,-0.1%,-3.6%,-1.4%,-9.4%,0.1%,-23.9,43.0%[activator],6.1%,4.1%
CCCCCCCCCCCCCCCC(O)C[N+](C)(C)CCO (stereo not drawn),-17.5%,x,-1.4%,u,x,x,x,x,4.4%,x
Cc1cccc(NC(=O)COc2ccccc2C(=O)NC(C)c2ccccc2)c1 (stereo not drawn),-28.9%,-3.5%,-1.4%,-11.7%,1.4%,-4.7%,5.5,x,-0.9%,0.9%
CCOC(=O)C(=CNc1ccc(C)cc1C)C(=O)OCC,-41.4%,15.3%,-3.9%,-0.1%,-2.9%,-7.3%,-17.2,7.1%,-3.6%,6.3%
COc1ccc(Nc2nc(CC(C)=O)ns2)cc1,32.1%,1.0%,0.7%,4.3%,-1.2%,3.5%,-7.6,4.0%,3.8%[46.1 µM],-1.6%
CCOC(=O)C1CCN(S(=O)(=O)c2ccc(-c3nc4ccccc4s3)s2)CC1,-17.6%,-4.0%,0.8%,5.7%,17.0%,6.1%,10.0,21.8%,4.6%,-1.5%
COCCn1c(Cc2ccccc2)nnc1SCC(=O)NC1CC1,7.8%,11.6%,1.0%,6.0%,1.7%,-20.1%,-0.6,x,2.1%,-0.9%
CC(C)(C)OC(=O)C[C@@H]1C/C=C\C[C@@H](CC(=O)N(CCO)Cc2ccccc2)C(=O)NCCOC1=O,4.6%,x,x,-0.6%,x,-1.0%,0.1,x,6.5%,x
O=C(Nc1ccc(OC(F)F)cc1)c1ccccn1,-33.6%,4.0%,-2.0%,-1.8%,1.1%,-1.9%,-4.5,17.7%,5.1%,-7.9%
CCc1ccc(NC(=O)CNCc2ccc(OC)c(OC)c2)cc1,-3.4%,-13.7%,-4.9%,-3.2%,5.7%,0.708µM*,2.8,u,0.7%,-15.2%
COC(=O)CCCC1=CC2=C(c3ccccc3)C(=O)C(C)(OC(=O)C3CCCC3)C(=O)C2=CN1CCc1c[nH]c2ccccc12 (stereo not drawn),-5.5%,6.7%,13.4%,-9.0%,u,6.5%,1.9,-8.9%[11.7 µM],-2.2%,-8.3%
O=C(CC1(O)C(=O)N(CCc2ccccc2)c2ccccc21)c1ccco1 (stereo not drawn),-28.8%,-8.1%,-5.2%,1.3%,-4.8%,3.4%,-12.2,5.4%,2.2%,-14.4%
CCOc1cccc(C2C(C(=O)c3ccco3)=C(O)C(=O)N2c2nnc(C)s2)c1 (stereo not drawn),10.6%,x,-5.1%,3.4%,x,-19.2%,99.0,x,15.9%,3.6%
COc1ccc(Cn2c(=O)[nH]c3cc(C(=O)NC4CCN(Cc5ccccc5)CC4)ccc32)cc1,0.0%,-9.2%,-5.3%,3.6%,-2.7%,6.0%,-12.1,-21.7%,-12.2%,2.2%
COc1ccc(C(=O)/C=C(\C)Nc2ccc3c(c2)OCO3)cc1,26.5%,4.2%,-8.0%,7.5%,5.8%,-10.8%,7.3,3.5%,-1.5%,-1.5%
COc1ccccc1C(=O)COC(=O)c1cc(=O)[nH]c2ccccc12,u,x,-2.8%,9.6%,x,3.6%,-0.4,x,-9.4%,5.4%
O=C(COC(=O)COc1ccccc1)Nc1ccc(Br)cc1Br,17.6%,x,0.1%,2.3%,x,10.3%,-6.3,x,-5.9%[46.1 µM],x
CC(C)NC(=S)NC(=O)/C=C/c1ccc(F)cc1,-26.1%,6.9%,-6.1%,-1.6%,13.5%,3.5%,-13.9,5.3%,-0.8%[46.1 µM],-1.4%
COC(=O)c1ccc(NC(=O)CN2C(=O)C3C4C=CC(C4)C3C2=O)cc1 (stereo not drawn),13.8%,-5.9%,-0.3%,-1.6%,0.3%,x,-2.6,0.1%,-4.5%,2.5%
COc1ccc(-c2csc(NC(=O)Cc3ccccc3)n2)cc1OC,-7.2%,1.2%,-5.4%,-0.7%,5.9%,-2.5%,7.3,u,8.3%,-21.3%
Cc1ccc(O)c(N=Cc2cc(Cc3ccccc3)cc([N+](=O)[O-])c2O)c1,-57.9%[inhibitor],-2.0%,2.8%,-18.9%,3.7%,-3.2%,-40.2,u,-9.1%,6.8%
Cc1ccc(S(=O)(=O)NCC(=O)N(c2ccccc2)C(C(=O)NCc2ccccc2)c2ccco2)cc1 (stereo not drawn),4.0%,7.6%,-4.2%,-1.6%,u,-13.3%,5.8,-9.4%,-3.8%[46.1 µM],-4.8%
S=c1nn[nH]c2ccccc12,-1.6%,x,-0.1%,-1.4%,x,x,x,x,-1.3%,x
COc1ccc(-c2cn3ccsc3n2)cc1,31.0%,0.3%,0.0%,-3.2%,2.6%,2.8%,4.7,-12.3%,2.8%,-4.8%
CCCCNC(=O)c1onc(CSc2ccc(F)c(F)c2)c1C(=O)NCCCC,-10.9%,x,-0.6%,-6.7%,x,x,x,x,-3.3%,x
CCN(CC)S(=O)(=O)c1cc(C(=O)Nc2cc(Cl)ccc2N2CCN(C)CC2)ccc1Cl,11.2%,-1.1%,-3.9%,-0.4%,-7.6%,x,-0.1,-17.3%,-3.1%,-14.4%
Cc1cc(Br)ccc1NC(=O)CCN1C(=O)c2ccncc2C1=O,-25.2%,-9.6%,-7.2%,0.5%,u,-4.3%,0.5,-1.5%,-1.0%,-2.7%
CC(C)COc1ccc(-c2nn(-c3ccccc3)cc2C(=O)Nc2nccs2)cc1,-4.1%,0.1%,-0.3%,u,-8.3%,0.2%,-21.8,u,0.1%,15.2%
Cc1ccc(S(=O)(=O)c2cc3ccccc3oc2=Nc2ccc3c(c2)OCCO3)cc1,17.8%,8.4%,-0.4%,-11.2%,x,-1.1%,8.7,-21.3%,5.4%[46.1 µM],5.2%
O=C(O)CCC(=O)N1CCc2cc(S(=O)(=O)N3CCC(Cc4ccccc4)CC3)ccc21,16.0%,-2.8%,-0.9%,0.7%,5.2%,1.5%,-1.4,13.7%,1.2%,3.5%
CCOCCCn1c(SCC(=O)Nc2ccc(OC)cc2)nc2ccccc2c1=O,3.1%,5.8%,-0.1%,0.3%,9.7%,7.4%,20.4,-2.7%,-8.6%,1.4%

# Assay outcomes (PubChem)

# These rows are one share of the data; count on the stated rates, not on these rows.
